# ARNT-TACC3 inh – disruptors of ARNT/TACC3 protein interaction, primary screen, biochemical, AlphaScreen, single concentration. hit rate 0.66% among 390,000. AID 623870, 2012. Transforming acidic coiled-coil-containing protein 3 (Homo sapiens), Q9Y6A5. AlphaScreen His-ARNT PAS-B/GST-TACC3 binding, luminescence; TACC3 fragment carries E629A point mutation. inhibition, % at 9.99 µM;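 active means mean inhibition of replicates at least 50% and at least half of replicates each reaching 50%; inconclusive means half or more replicates reach 50% but mean below 50%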;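 further: 0% = complete ARNT plus TACC3 wells and 100% = ARNT alone without TACC3; many hits fall short of the cut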
# EWS-Fli block – EWS/Fli-driven NR0B1 reporter inhibitors, primary screen, A673 cells, NR0B1 luciferase, luminescence, MLPCN library | hit rate 0.67% among 350,000 | viability-normalised | inhibition, % at 12.6 µM;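 active means mean inhibition of at least 50% after viability correction, with every replicate also passing that limit; inconclusive means mean reaches 50% but only one of two replicates passes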;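 further: firefly luciferase signal divided by Alamar Blue viability fluorescence both relative to DMSO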
# LGR2 inh – inhibitors of bursicon-induced LGR2 CRE-luciferase signal, primary screen, cell-based, HEK293, CRE-luciferase reporter, bursicon stimulation; Drosophila bursicon receptor LGR2 (rickets); bursicon-stimulated, 4 h; inhibition, % at 9.99 µM; hit rate 0.35% among 380,000; AID 720647, 2013;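 active means drop in luminescence signal, shown as inhibition above about 50% in the replicate tests, limit read from the data, passing the limit was not always enough; inconclusive means probably only some replicates passing the limit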;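 further: agonist challenge used bursicon conditioned medium at about half maximal strength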
# Numbers without * were called inactive; ? = inconclusive; / = not tested or not shown.
# Every second line gives: ARNT-TACC3 inh, EWS-Fli block, LGR2 inh
(1) CCn1nnnc1SCC(=O)N1CCCc2ccccc21
  -1, /, -25
(2) C[C@H](CO)N1C[C@H](C)[C@H](CN(C)S(=O)(=O)c2ccc(Cl)cc2)Oc2ccc(NS(C)(=O)=O)cc2C1=O
  /, -4, -4
(3) C[C@@H]1CN([C@@H](C)CO)S(=O)(=O)c2ccc(-c3cccnc3)cc2O[C@H]1CN(C)Cc1cccnc1
  /, 19, -6
(4) CCCNC(=O)Nc1ccc2c(c1)C(=O)N(C)C[C@H](OC)[C@@H](C)CN(CC1CCCC1)[C@H](C)CO2
  /, 3, -3
(5) CC(C)NC(=O)N(C)C[C@@H]1Oc2ncc(C#CC3CCCCC3)cc2C(=O)N([C@@H](C)CO)C[C@@H]1C
  /, 5, -4
(6) Cc1noc(C)c1S(=O)(=O)N(C)C[C@H]1Oc2c(NS(=O)(=O)c3ccc(F)cc3)cccc2C(=O)N([C@@H](C)CO)C[C@H]1C
  /, -1, -6
(7) COc1ccccc1C(=O)Nc1ccc2c(c1)OC[C@@H](C)N(CC1CC1)C[C@@H](C)[C@@H](OC)CN(C)C2=O
  /, -12, -8
(8) C[C@@H]1CN([C@@H](C)CO)C(=O)c2cc(NS(=O)(=O)c3ccc(Cl)cc3)ccc2O[C@H]1CN(C)Cc1ccc(C(F)(F)F)cc1
  /, 6, 5
(9) C[C@H]1CN([C@@H](C)CO)C(=O)c2cc(-c3cccc(F)c3)cnc2O[C@H]1CN(C)C(=O)C1CC1
  /, -10, 2
(10) CO[C@@H]1CN(C)C(=O)c2cc(NC(=O)C3CC3)ccc2OC[C@H](C)N(C(=O)c2ccccn2)C[C@@H]1C
  /, -3, 16

# Profiles from above. Values in the order: ARNT-TACC3 inh | EWS-Fli block | LGR2 inh
# COc1ccccc1C(=O)Nc1ccc2c(c1)OC[C@@H](C)N(CC1CC1)C[C@@H](C)[C@@H](OC)CN(C)C2=O reads / | -12 | -8
# C[C@@H]1CN([C@@H](C)CO)S(=O)(=O)c2ccc(-c3cccnc3)cc2O[C@H]1CN(C)Cc1cccnc1 reads / | 19 | -6

# Remaining list, next part.
# Every second line gives: ARNT-TACC3 inh, EWS-Fli block, LGR2 inh
(11) COc1ccc(S(=O)(=O)N(C)C[C@@H]2Oc3ccc(NC(=O)NC(C)C)cc3C(=O)N([C@@H](C)CO)C[C@H]2C)cc1
  /, 3, 3
(12) C[C@@H]1CN([C@@H](C)CO)C(=O)c2cc(-c3ccncc3)cnc2O[C@H]1CN(C)C(=O)C1CC1
  /, 0, 8
(13) CCCN(C)C[C@@H]1Oc2cc(C#CC3CCCCC3)ccc2S(=O)(=O)N([C@@H](C)CO)C[C@H]1C
  /, 12, 15
(14) C[C@@H]1CN([C@H](C)CO)C(=O)c2cc(-c3ccc(F)cc3)cnc2O[C@@H]1CN(C)C(=O)c1ccncc1
  /, -23, 9
(15) CC(C)NC(=O)N(C)C[C@@H]1Oc2c(NS(=O)(=O)c3cccs3)cccc2C(=O)N([C@H](C)CO)C[C@@H]1C
  /, -13, 46
(16) COc1ccc(S(=O)(=O)N(C)C[C@@H]2Oc3c(NC(=O)c4nc5ccccc5s4)cccc3C(=O)N([C@@H](C)CO)C[C@H]2C)cc1
  /, 45, ?
(17) COCC(=O)Nc1ccc2c(c1)OC[C@H](C)N(Cc1cncnc1)C[C@H](C)[C@@H](OC)CN(C)C2=O
  /, 1, -5
(18) CCC(=O)Nc1ccc2c(c1)C(=O)N(C)C[C@@H](OC)[C@@H](C)CN(Cc1nccs1)[C@H](C)CO2
  /, 5, 7
(19) C/C=C/c1ccc2c(c1)O[C@@H](CN(C)C(=O)C1CC1)[C@H](C)CN([C@@H](C)CO)S2(=O)=O
  /, -3, 7
(20) COc1ccc(-c2cnc3c(c2)C(=O)N([C@H](C)CO)C[C@H](C)[C@@H](CN(C)C(=O)C2CC2)O3)cc1
  /, -3, -9
(21) C[C@@H]1CN([C@@H](C)CO)C(=O)c2cc(-c3ccc(F)cc3)cnc2O[C@@H]1CN(C)Cc1ccc(F)cc1
  /, -6, -5
(22) C/C=C/c1cnc2c(c1)C(=O)N([C@@H](C)CO)C[C@@H](C)[C@H](CN(C)C(=O)C1CC1)O2
  /, -12, 3
(23) C[C@@H]1CN([C@@H](C)CO)S(=O)(=O)c2ccc(C3=CCCC3)cc2O[C@@H]1CN(C)C(=O)C1CC1
  /, 6, -10
(24) CO[C@H]1CN(C)C(=O)c2ccc(NS(=O)(=O)CC(F)(F)F)cc2OC[C@@H](C)N(C(=O)NC(C)C)C[C@H]1C
  /, 15, 2
(25) CCCC(=O)Nc1ccc2c(c1)C(=O)N(C)C[C@@H](OC)[C@H](C)CN(Cc1ccc(F)cc1)[C@@H](C)CO2
  /, 2, 5
(26) C[C@H]1CN([C@@H](C)CO)S(=O)(=O)c2ccc(C3=CCCCC3)cc2O[C@H]1CN(C)CC1CC1
  /, 9, 10
(27) CCCN(C)C[C@H]1Oc2cc(C#CC3CCCCC3)ccc2S(=O)(=O)N([C@H](C)CO)C[C@H]1C
  /, 21, 4
(28) C[C@@H]1CN([C@@H](C)CO)C(=O)c2cc(-c3ccc(C#N)cc3)cnc2O[C@@H]1CN(C)Cc1cncnc1
  /, -28, -1
(29) COCC(=O)Nc1ccc2c(c1)OC[C@@H](C)N(Cc1cncnc1)C[C@H](C)[C@@H](OC)CN(C)C2=O
  /, 7, 7
(30) C[C@@H]1CN([C@@H](C)CO)C(=O)c2cc(NC(=O)C3CCCCC3)ccc2O[C@@H]1CN(C)Cc1ccc(Oc2ccccc2)cc1
  /, 6, 9
(31) COc1ccc(S(=O)(=O)N(C)C[C@@H]2Oc3ccc(NC(=O)NC(C)C)cc3C(=O)N([C@@H](C)CO)C[C@@H]2C)cc1
  /, -5, 10
(32) C[C@H]1CN([C@@H](C)CO)C(=O)c2cc(-c3ccccc3)cnc2O[C@H]1CN(C)C(=O)c1cccc(F)c1
  /, -2, -3
(33) C[C@@H]1CN([C@H](C)CO)C(=O)c2cccc(NC(=O)c3ccc(-c4nccs4)cc3)c2O[C@H]1CN(C)Cc1ccc(C(F)(F)F)cc1
  /, 8, 39
(34) C[C@H]1CN([C@@H](C)CO)S(=O)(=O)c2ccc(C#CC3CC3)cc2O[C@H]1CN(C)Cc1cncnc1
  /, -1, -8
(35) CCCN(C)C[C@@H]1Oc2cc(C3=CCCC3)ccc2S(=O)(=O)N([C@@H](C)CO)C[C@H]1C
  /, 6, -6
(36) COc1ccc(S(=O)(=O)Nc2cccc3c2O[C@H](CN(C)Cc2ccc(Cl)c(Cl)c2)[C@@H](C)CN([C@@H](C)CO)C3=O)cc1
  /, 11, -7
(37) COc1ccc(S(=O)(=O)N(C)C[C@@H]2Oc3ncc(-c4ccccc4)cc3C(=O)N([C@H](C)CO)C[C@@H]2C)cc1
  /, 11, -11
(38) C[C@H]1CN([C@@H](C)CO)C(=O)c2cc(-c3ccccc3)cnc2O[C@@H]1CN(C)C(=O)c1cccc(F)c1
  /, 7, 6
(39) C[C@@H]1CN([C@@H](C)CO)C(=O)c2cc(NS(=O)(=O)c3ccc(Cl)cc3)ccc2O[C@@H]1CN(C)S(C)(=O)=O
  /, -7, 18
(40) CCCN1C[C@@H](C)[C@@H](OC)CN(C)C(=O)c2cc(NC(=O)CC)ccc2OC[C@@H]1C
  /, 11, 1
(41) C[C@@H]1CN([C@@H](C)CO)S(=O)(=O)c2ccc(-c3cccnc3)cc2O[C@@H]1CN(C)Cc1cccnc1
  /, -14, -14
(42) CN(C)c1ccc2c(c1)[C@H]1C[C@H](CC(=O)NCc3ccccc3F)O[C@H](CO)[C@H]1O2
  /, -7, 4
(43) C[C@H](CO)N1C[C@H](C)[C@@H](CN(C)C)Oc2ncc(C#CC3CCCCC3)cc2C1=O
  /, 4, -3
(44) CCCC(=O)Nc1ccc2c(c1)C(=O)N(C)C[C@@H](OC)[C@H](C)CN(CC1CCOCC1)[C@H](C)CO2
  /, 3, 0
(45) CCCN1C[C@@H](C)[C@@H](OC)CN(C)C(=O)c2cc(NC(=O)Nc3cccc(OC)c3)ccc2OC[C@H]1C
  /, -6, -2
(46) CC(=O)N1[C@@H]2c3ccc(C4=CCCC4)c(=O)n3C[C@H]1[C@H](CO)[C@H]2C(=O)NC1CCCCC1
  /, -1, 0
(47) CO[C@H]1CN(C)C(=O)c2ccc(NC(C)=O)cc2OC[C@@H](C)N(Cc2cccnc2)C[C@H]1C
  /, 0, 4
(48) CO[C@@H]1CN(C)C(=O)c2cc(NC(=O)C3CCOCC3)ccc2OC[C@H](C)N(C(=O)c2ccccc2)C[C@@H]1C
  /, 4, 0
(49) C[C@@H]1CN([C@@H](C)CO)C(=O)c2cc(NC(=O)Cc3ccccc3)ccc2O[C@H]1CN(C)Cc1ccc(-c2ccccc2)cc1
  /, -14, 15
(50) C[C@H](CO)N1C[C@H](C)[C@H](CN(C)C(=O)NC2CCCC2)Oc2ncc(-c3ccncc3)cc2C1=O
  /, -8, 8
(51) C[C@@H]1CN([C@@H](C)CO)C(=O)c2cc(-c3ccc(F)cc3)cnc2O[C@@H]1CN(C)C(=O)c1ccncc1
  /, -2, 9
(52) COc1ccc(S(=O)(=O)N(C)C[C@H]2Oc3ccc(NC(=O)Nc4cccc5ccccc45)cc3C(=O)N([C@H](C)CO)C[C@@H]2C)cc1
  /, 8, -7
(53) Cc1ccc(-c2ccc3c(c2)O[C@@H](CN(C)C(=O)C2CCCCC2)[C@H](C)CN([C@H](C)CO)S3(=O)=O)cc1
  /, 38, 27
(54) CC(C)CC#Cc1ccc2c(c1)O[C@@H](CN(C)Cc1ccccc1)[C@H](C)CN([C@@H](C)CO)S2(=O)=O
  /, 8, -5
(55) COc1ccc(C#Cc2cnc3c(c2)C(=O)N([C@H](C)CO)C[C@@H](C)[C@H](CN(C)C(=O)Nc2cccc(OC)c2)O3)cc1
  /, 2, 15
(56) C[C@H](CO)N1C[C@H](C)[C@H](CN(C)C(=O)c2cccc(F)c2)Oc2cc(C#CC3CCCC3)ccc2S1(=O)=O
  /, 17, 31
(57) CC(C)NC(=O)N(C)C[C@@H]1Oc2ccc(NS(=O)(=O)c3cccs3)cc2C(=O)N([C@@H](C)CO)C[C@H]1C
  /, 2, 15
(58) C[C@@H]1CN([C@H](C)CO)S(=O)(=O)c2ccc(C#CC3CC3)cc2O[C@H]1CN(C)C(=O)C1CCCCC1
  /, 17, 2
(59) CC(=O)N(C)C[C@@H]1Oc2cc(C3=CCCCC3)ccc2S(=O)(=O)N([C@@H](C)CO)C[C@H]1C
  /, -3, -8
(60) C[C@@H]1CN([C@H](C)CO)C(=O)c2cc(-c3ccncc3)cnc2O[C@H]1CN(C)C(=O)C1CC1
  /, -9, 3

# More results
# Every second line gives: ARNT-TACC3 inh, EWS-Fli block, LGR2 inh
(61) C[C@H]1CN([C@@H](C)CO)C(=O)c2cc(-c3cccc(C#N)c3)cnc2O[C@H]1CN(C)Cc1ccc(F)cc1
  /, -6, -20
(62) C[C@@H]1CN([C@@H](C)CO)C(=O)c2cc(-c3ccccc3)cnc2O[C@@H]1CN(C)C(=O)Cc1ccccc1
  /, -8, 4
(63) C[C@@H]1CN([C@@H](C)CO)C(=O)c2cccc(NS(=O)(=O)c3cccs3)c2O[C@H]1CN(C)C(=O)Nc1ccccc1
  /, -3, -9
(64) C[C@H](CO)N1C[C@H](C)[C@@H](CN(C)Cc2ccccc2)Oc2ncc(-c3cccnc3)cc2C1=O
  /, -10, -13

# Structural class: those above containing two or more sulfur atoms (seven)
# Every second line gives: ARNT-TACC3 inh, EWS-Fli block, LGR2 inh
(2) C[C@H](CO)N1C[C@H](C)[C@H](CN(C)S(=O)(=O)c2ccc(Cl)cc2)Oc2ccc(NS(C)(=O)=O)cc2C1=O
  /, -4, -4
(6) Cc1noc(C)c1S(=O)(=O)N(C)C[C@H]1Oc2c(NS(=O)(=O)c3ccc(F)cc3)cccc2C(=O)N([C@@H](C)CO)C[C@H]1C
  /, -1, -6
(15) CC(C)NC(=O)N(C)C[C@@H]1Oc2c(NS(=O)(=O)c3cccs3)cccc2C(=O)N([C@H](C)CO)C[C@@H]1C
  /, -13, 46
(16) COc1ccc(S(=O)(=O)N(C)C[C@@H]2Oc3c(NC(=O)c4nc5ccccc5s4)cccc3C(=O)N([C@@H](C)CO)C[C@H]2C)cc1
  /, 45, ?
(39) C[C@@H]1CN([C@@H](C)CO)C(=O)c2cc(NS(=O)(=O)c3ccc(Cl)cc3)ccc2O[C@@H]1CN(C)S(C)(=O)=O
  /, -7, 18
(57) CC(C)NC(=O)N(C)C[C@@H]1Oc2ccc(NS(=O)(=O)c3cccs3)cc2C(=O)N([C@@H](C)CO)C[C@H]1C
  /, 2, 15
(63) C[C@@H]1CN([C@@H](C)CO)C(=O)c2cccc(NS(=O)(=O)c3cccs3)c2O[C@H]1CN(C)C(=O)Nc1ccccc1
  /, -3, -9

# The list is partial (hit frequency here may not be typical).
